From PubChem
Myeloid diff 2: induction of myeloid progenitor differentiation, primary screen, cell-based, flow cytometry, MLPCN library. actives 1% (n = 360,000). AID 624256, 2012. ER-HoxA9 myeloid progenitors, lysozyme-GFP differentiation. calls only at 10 µM;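 active = normalized GFP-positive differentiation at or above the plate's own cutoff, the solvent-only control mean plus 3 SD; inconclusive = no clear call, values can overlap the other calls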;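 also: cells exposed to compound for four days before flow analysis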
M17LAP inhibition: P. falciparum M17LAP inhibitors, primary screen, biochemical, fluorogenic H-Leu-NHMec substrate, 1536-well (AID 1619); Leucine aminopeptidase (Plasmodium falciparum (isolate 3D7)); actives 0.38% (n = 220,000); recombinant M17LAP, H-Leu-NHMec fluorogenic kinetic assay; higher % means a stronger effect; one-dose inhibition, % at 30 µM; IC50 in µM for titrated hits;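 active = compound inhibiting the enzyme by more than half at any dose during confirmatory dose-response retesting; inconclusive = strong single-dose inhibitors picked by rank but not retested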;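 also: plate controls were full reaction with DMSO carrier for no effect and no enzyme background for full effect; strong numbers were not always called active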
CSM14.1 death rescue: rescue of cells from ER stress-induced death, primary screen, 384-well, CSM14.1, thapsigargin, ATP luminescence (AID 1222); 190,000 tested, under 10 active; cellular ATP content (survival), % at 20 µM, or EC50 in µM where a hit was titrated; CSM14.1 thapsigargin-induced death rescue, ATP luminescence; higher % means a stronger effect;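 active = EC50 below 50 µM in the dose-response confirmation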;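 also: death triggered by thapsigargin at about 15 µM added after 2 h compound pretreatment; cell ATP read after overnight thapsigargin exposure of roughly 18 to 22 hours; normalized against plate controls of thapsigargin alone and 5% DMSO vehicle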
XIAP antagonists: XIAP antagonists, biochemical, IAP family, fluorescence polarization (AID 1018) | E3 ubiquitin-protein ligase XIAP (Homo sapiens) | XIAP BIR domain, fluorescence polarization peptide displacement; higher % means a stronger effect | displacement, % at 20 µM; hits with a dose series show IC50 in µM | actives 0.007% (n = 200,000); in the data active = displacement above about 50%; also: a part of the inactive calls stands beside numbers as strong as those of hits
TNAP activation fold: human TNAP enzyme activators, primary screen, biochemical, luminescent, no phosphate acceptor, uHTS (AID 1001). Alkaline phosphatase, tissue-nonspecific isozyme (Homo sapiens). purified TNAP, luminescent activation assay, no phosphate acceptor; higher activation fold means a stronger effect. activation fold at 20 µM, or EC50 in µM where a hit was titrated. actives 0.03% (n = 200,000); in the data active = activation fold from about 3, or a potency from the dose series; inactive = the rest, 99 in 100 with activation fold below about 1.6; also: many of its hits are not listed in these tables
PMI inhibition: human PMI inhibitors, high substrate, primary screen, biochemical, fluorescence intensity, high mannose 6-phosphate (AID 1220); recombinant PMI enzyme, coupled fluorescence intensity; higher % means a stronger effect; actives 0.66% (n = 190,000); inhibition, % at 20 µM; hits with a dose series show IC50 in µM; Mannose-6-phosphate isomerase (Homo sapiens)
M1AAP inhibition: P. falciparum M1AAP inhibitors, biochemical, fluorogenic H-Leu-NHMec substrate, 1536-well (AID 1445) | Aminopeptidase N (Plasmodium falciparum (isolate 3D7)) | recombinant M1AAP, H-Leu-NHMec fluorogenic kinetic assay; higher % means a stronger effect | one-dose inhibition, % at 30 µM; IC50 in µM for titrated hits | actives 0.42% (n = 220,000);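 active = primary inhibition above the hit cutoff, then over 50% inhibition at one or more dose response concentrations, cut at about 23% in these data, passing the limit was not always enough; inconclusive = conflicting primary data, or primary hits not chosen for dose response; inactive = low primary inhibition, or under 50% at every dose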;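 also: plate controls were DMSO full reaction for no effect and no enzyme background for full effect; strong numbers were not always called active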
human PMI inhibition: inhibitors of human PMI, primary screen, biochemical, fluorescence intensity, coupled assay (AID 1209) | purified PMI enzyme, coupled fluorescence intensity; higher % means a stronger effect | inhibition, % at 20 µM, or IC50 in µM where a hit was titrated | actives 0.42% (n = 190,000);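 also: plate controls were DMSO vehicle for no effect and wells lacking substrate for full effect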
LYP inhibition: inhibitors of LYP phosphatase, biochemical, fluorescence intensity, uHTS (AID 1779). inhibition, % at 11.5 µM, or IC50 in µM where a hit was titrated. recombinant LYP phosphatase, fluorescence intensity; higher % means a stronger effect. actives 0.054% (n = 290,000). Tyrosine-protein phosphatase non-receptor type 22 (Homo sapiens);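 also: plate controls were vehicle with enzyme for no effect and no enzyme for full effect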
Myeloid diff 2 GFP+ MAC1+ %: also measured in Myeloid diff 2; calls as there; GFP+ MAC1+ double positive, %; measured here: differentiation confirmed by MAC1 staining
An asterisk follows results filed as active; i = inactive; ? = inconclusive; · = no result given; + = active, no number. Rule as the data show it, unless noted: active = inhibition above about 50%; inactive = the rest. An unsorted share of the library (roughly 2.7% active in at least one column).

SMILES	Myeloid diff 2	Myeloid diff 2 GFP+ MAC1+ %	M17LAP inhibition	CSM14.1 death rescue	XIAP antagonists	TNAP activation fold	PMI inhibition	M1AAP inhibition	human PMI inhibition	LYP inhibition
Cn1c(-c2ccc(N)cc2)nc2ccccc21	i	0.7	-5%	-3.0%	-4.2%	1.1	6%	2%	5%	-10%
Cc1cc(C)n(-c2ccc(Cl)c(C(=O)OCC(=O)N3CCCCC3C)n2)n1 (stereo not drawn)	i	0.5	·	-0.7%	-2.2%	1.1	-7%	·	-8%	-10%
CCSc1nc2c(cnn2-c2ccccc2)c(=O)n1N	i	0.5	6%	·	·	·	·	-4%	·	-3%
COc1ccc2[nH]c(C)c(C(=O)CN(C)C)c2c1	i	5.4	7%	-1.6%	-5.3%	1.1	0%	11%	-4%	-5%
COc1ccccc1C(c1nnnn1C(C)(C)C)N1CCN(Cc2ccccc2)CC1 (stereo not drawn)	i	0.1	1%	1.5%	-4.7%	1.1	-32%	-3%	-29%	-4%
Cc1nc2c(Br)cc(Br)cc2cc1O	i	3.8	-8%	-2.4%	-3.7%	1.1	0%	1%	4%	2%
COc1ccc2cc(C(=O)N/N=C/c3sc4ccccc4c3O)ccc2c1	i	0.7	29%	-3.2%	-5.4%	1.1	26%	0%	16%	-2%
COc1ccc(Br)cc1/C=N/NC(=O)CNC(=O)c1cccnc1	i	0.3	55%	·	·	·	·	27µM*	·	-1%
O=C(Nc1nc(-c2cc(Cl)sc2Cl)cs1)c1cccs1	i	0.7	-10%	·	-11%	1	22%	-5%	21%	8%
Cc1cccc2cc(COC(=O)c3ccccn3)c(=O)[nH]c12	i	0.9	-3%	3.9%	-16%	1.2	3%	11%	10%	-12%
COc1ccc(-c2ccc(SCC(=O)NCC3CCCO3)nn2)cc1OC (stereo not drawn)	i	0.4	23%	-0.2%	-3.4%	1.2	13%	-2%	9%	-2%
CC(=O)N1c2ccccc2NC2=C(C(=O)CCC2)C1c1ccco1 (stereo not drawn)	i	0.9	8%	-1.9%	-7.1%	1.1	19%	3%	6%	8%
COc1ccc2cc(C(c3nnnn3C(C)(C)C)N3CCc4ccccc4C3)c(=O)[nH]c2c1 (stereo not drawn)	·	·	5%	-2.4%	-4.5%	1.2	-47%	12%	2%	0%
Cc1nc(C(=O)Nc2cccc(Cl)c2)nn1-c1cc(OC(C)C)c(Cl)cc1Cl	+	10*	6%	-0.8%	2.5%	1.1	18%	-2%	18%	9%
Cc1cccc(Cn2c(Sc3nc(C)cs3)nc3c2c(=O)[nH]c(=O)n3C)c1	i	1.0	-2%	2.2%	0.4%	1.1	-1%	9%	-3%	-7%
COc1ccc2c(c1)c(=O)oc1cc(OCC(=O)N3CCc4ccccc4C3)ccc12	i	0.6	-5%	2.0%	-8.8%	1	16%	3%	20%	0%
Cn1c(=O)n(C)c2cc(S(=O)(=O)Nc3ccccc3O)ccc21	i	0.6	-1%	-1.4%	-3.5%	1.1	9%	4%	10%	-4%
COc1ccc(C(=O)N2CCOCC2)cc1S(=O)(=O)N1CCCc2ccccc21	i	0.3	-4%	-0.5%	0.6%	1.1	4%	1%	-1%	-5%
COc1cccc(OCC(=O)O/N=C(\N)c2ccc(OC)c(OC)c2)c1	i	1.0	-15%	-1.3%	1.7%	1.1	-4%	-1%	12%	-6%
N#CC1(Nc2ccccc2)C(=O)Nc2ccccc21 (stereo not drawn)	i	0.3	0%	-1.0%	-2.7%	1	-1%	13%	-4%	-2%
Cc1c(CCOC(=O)c2ccccc2)sc[n+]1Cc1ccccc1	i	0.5	11%	-3.6%	-6.5%	0.7	4%	2%	15%	-3%
C=CCNC(=S)NNC(=O)C(CCCC)CC(C)(C)O (stereo not drawn)	i	0.8	6%	-3.6%	-4.5%	1.3	9%	-8%	11%	-5%
Cn1c(=O)c2c(nc(NCc3ccco3)n2CCc2ccccc2)n(C)c1=O	i	0.7	9%	-1.9%	-6.5%	1.2	4%	-11%	2%	0%
O=C(/C=C/c1ccc(Cl)c([N+](=O)[O-])c1)Nc1ccc(N2CCCC2)c(Cl)c1	i	0.2	25%	0.5%	-1.1%	0.9	0%	-1%	4%	-4%
O=C(NCc1cccs1)C(=O)c1c[nH]c2ccccc12	i	0.1	22%	-1.3%	-3.1%	0.9	-14%	11%	-21%	3%
More compounds:
SMILES	Myeloid diff 2	Myeloid diff 2 GFP+ MAC1+ %	M17LAP inhibition	CSM14.1 death rescue	XIAP antagonists	TNAP activation fold	PMI inhibition	M1AAP inhibition	human PMI inhibition	LYP inhibition
Cc1cc(C(=O)NNc2c(Cl)cccc2Cl)n(C(C)(C)C)n1	i	0.9	9%	·	·	·	·	1%	·	-7%
O=C(O)c1ccnc(SCC(=O)c2ccccc2)c1	i	0.6	2%	-1.1%	-3.4%	1.1	-54%	7%	-39%	3%
O=C(CCl)Nc1ccc(N2CCCCCC2)cc1	?	·	0%	24%	1.5%	1.1	25%	0%	9%	-9%
O=C(O)CCCC(=O)N1CCN(C(c2ccccc2)c2ccccc2)CC1	i	0.1	7%	-0.9%	-7.0%	1	2%	1%	3%	-4%
Cc1ccc(NC(=O)N2CCN(C/C=C/c3ccccc3)CC2)cc1	i	0.9	-6%	0.3%	-5.0%	1.1	12%	-3%	15%	-3%
CC#CCCCC(=O)Nc1cccc(C(=O)O)c1	i	1.1	28%	-0.2%	-2.3%	1	-9%	1%	-9%	-6%
S=c1[nH]nc(-c2ccc(Cl)cc2Cl)n1-c1ccc2c(c1)OCCO2	i	1.2	-1%	·	·	·	·	2%	·	-4%
Cc1nc2nc(SCC(=O)N3CCOCC3)nn2c(C)c1Cc1ccccc1	i	0.6	6%	-0.6%	-5.9%	1	7%	-3%	-4%	-4%
Cc1cc(-c2n[nH]c(=S)n2/N=C/c2sccc2C)n[nH]1	i	0.5	6%	-3.7%	-3.0%	1.7	-6%	19%	0%	-3%
Cc1ccc(SC(C)C(=O)N2CCC(C(N)=O)CC2)cc1 (stereo not drawn)	i	0.5	10%	0.1%	-4.7%	1.1	2%	12%	1%	0%
Nc1cc(S(=O)(=O)N2CCCCC2)ccc1Oc1ccccc1	i	0.2	5%	0.1%	-4.3%	1.1	18%	7%	21%	-1%
Cc1cc(-c2nn(C)c(=O)c3ccccc23)cc(C)c1O	i	0.8	-5%	·	·	·	·	2%	·	-2%
COC(=O)c1ccccc1NC(=O)CN1CCN(C(=O)c2ccco2)CC1	i	0.6	-1%	-1.9%	-5.8%	1.1	-6%	-9%	0%	-4%
Cc1ccc(Cn2c(=O)sc3ccccc3c2=O)cc1	i	0.4	-5%	-0.5%	-0.4%	1.1	8%	4%	19%	0%
COc1ccc(N(C(=O)CNC(=O)c2cccs2)C(C(=O)NCC2CCCO2)c2ccccc2)cc1OC (stereo not drawn)	i	0.3	6%	2.8%	-0.8%	1.1	17%	0%	8%	2%
CCCn1c(SCC(=O)N2CCN(S(=O)(=O)c3ccc(Cl)cc3)CC2)n[nH]c1=O	i	0.5	5%	0.3%	-4.8%	0.9	0%	21%	2%	-5%
Cc1ccc(NC(=O)C(C)[n+]2ccccc2)cc1[N+](=O)[O-] (stereo not drawn)	i	0.7	-17%	0.0%	-9.3%	1.2	-4%	-1%	2%	-7%
Cc1cc(/C=N/n2c(COc3ccccc3)nc3ccccc3c2=O)c(O)c([N+](=O)[O-])c1	i	0.5	14%	8.8%	-5.3%	0.8	8%	18%	17%	-2%
CCCCOc1ccc(C2C(=O)N(C3CCCCC3)CC(=O)N2CC2CCCO2)cc1 (stereo not drawn)	i	4.5	-3%	-2.7%	2.9%	1.1	-9%	3%	-6%	1%
CCC(=O)N=c1sc2c(C)cc(C)cc2n1CC(=O)OC	i	3.7	-1%	-0.3%	-0.5%	1.2	-2%	-2%	-1%	-11%
O=C(COc1cccc(-n2cnnn2)c1)NCCC1=CCCCC1	i	1.8	0%	-0.2%	0.4%	1.2	-2%	9%	-1%	-5%
CCN(CC)CC(=O)Nc1ccccc1SCC(=O)Nc1ccsc1C(=O)OC	i	0.0	6%	1.0%	-3.6%	1	-2%	4%	2%	6%
O=C(Nc1ccc(Br)c2ccccc12)c1ccc2ccccc2c1O	i	0.3	0%	·	·	·	·	13%	·	5%
COc1ccc(/C=C2/N=C(c3cccs3)OC2=O)cc1OC(C)C	i	2.1	3%	-3.0%	-7.4%	1	-3%	-2%	3%	2%
CCSc1nc(C2CC2)cc(-c2cccs2)c1C#N	i	4.2	-13%	-4.1%	0.9%	1.1	11%	6%	14%	-1%
Cn1ccnc1SCC(=O)c1cc2ccccc2o1	i	11	8%	-1.3%	-0.8%	1.1	-16%	4%	-18%	-6%
Cc1ccc(NC(=O)COC(=O)C(NS(=O)(=O)c2ccc(Cl)cc2)C(C)O)c(Br)c1 (stereo not drawn)	i	0.2	11%	-0.9%	-5.4%	1.1	16%	5%	11%	-1%

Taken from above:
XIAP antagonists result of `CC#CCCCC(=O)Nc1cccc(C(=O)O)c1` : -2.3%
TNAP activation fold result of `O=C(O)CCCC(=O)N1CCN(C(c2ccccc2)c2ccccc2)CC1` : 1
PMI inhibition result of `Cn1ccnc1SCC(=O)c1cc2ccccc2o1` : -16%
TNAP activation fold result of `Cc1ccc(NC(=O)N2CCN(C/C=C/c3ccccc3)CC2)cc1` : 1.1

2 records picked at random from the list so far, as already listed:
SMILES	Myeloid diff 2	Myeloid diff 2 GFP+ MAC1+ %	M17LAP inhibition	CSM14.1 death rescue	XIAP antagonists	TNAP activation fold	PMI inhibition	M1AAP inhibition	human PMI inhibition	LYP inhibition
CC(=O)N1c2ccccc2NC2=C(C(=O)CCC2)C1c1ccco1 (stereo not drawn)	i	0.9	8%	-1.9%	-7.1%	1.1	19%	3%	6%	8%
COc1ccc2cc(C(c3nnnn3C(C)(C)C)N3CCc4ccccc4C3)c(=O)[nH]c2c1 (stereo not drawn)	·	·	5%	-2.4%	-4.5%	1.2	-47%	12%	2%	0%

Among those listed so far, these contain a COOH group:
SMILES	Myeloid diff 2	Myeloid diff 2 GFP+ MAC1+ %	M17LAP inhibition	CSM14.1 death rescue	XIAP antagonists	TNAP activation fold	PMI inhibition	M1AAP inhibition	human PMI inhibition	LYP inhibition
O=C(O)c1ccnc(SCC(=O)c2ccccc2)c1	i	0.6	2%	-1.1%	-3.4%	1.1	-54%	7%	-39%	3%
O=C(O)CCCC(=O)N1CCN(C(c2ccccc2)c2ccccc2)CC1	i	0.1	7%	-0.9%	-7.0%	1	2%	1%	3%	-4%
CC#CCCCC(=O)Nc1cccc(C(=O)O)c1	i	1.1	28%	-0.2%	-2.3%	1	-9%	1%	-9%	-6%
